# Bioassay records: PubChem BioAssay, National Center for Advancing Translational Sciences (NCATS)
# GLS inh – qHTS for Inhibitors of Glutaminase (GLS). Glutaminase kidney isoform, mitochondrial (Homo sapiens), O94925. GLS enzymatic activity, qHTS titration. Potency, µM (top dose mostly 45.5 µM), for the others: at the top dose activity change, negative = inhibition, most hits filed as inhibitors. 410,000 compounds, 0.21% hits; also: potency is read from the fitted curve at half-maximal effect; % is scaled to controls: 0 for no effect and ±100 for the full control effect
#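 Assay buffer: 45 mM KH2PO4 pH 8.2, 0.02% Tween-20. hKGA acts on L-glutamine (1 mM solution added); product glutamate is reported by an oxidase/peroxidase Amplex Red coupling, with fluorescence taken at baseline and 30 min.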
# PI4K2A block – qHTS for small molecular inhibitors of PI4K2A. purified PI4K2A, ADP-Glo luminescence, 1 h; stronger effect = lower value. activity change, negative = inhibition, % at 76.9 µM. Phosphatidylinositol 4-kinase type 2-alpha (Homo sapiens), Q9BTU6. AID 1346378, 2018. 420,000 compounds, 0.13% hits; in the data active = activity change below about -50%; inconclusive = mostly about -30% to -49%;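 also: -100% = wells without enzyme as full effect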
# Target sequence (Q9BTU6 whole entry, looked up): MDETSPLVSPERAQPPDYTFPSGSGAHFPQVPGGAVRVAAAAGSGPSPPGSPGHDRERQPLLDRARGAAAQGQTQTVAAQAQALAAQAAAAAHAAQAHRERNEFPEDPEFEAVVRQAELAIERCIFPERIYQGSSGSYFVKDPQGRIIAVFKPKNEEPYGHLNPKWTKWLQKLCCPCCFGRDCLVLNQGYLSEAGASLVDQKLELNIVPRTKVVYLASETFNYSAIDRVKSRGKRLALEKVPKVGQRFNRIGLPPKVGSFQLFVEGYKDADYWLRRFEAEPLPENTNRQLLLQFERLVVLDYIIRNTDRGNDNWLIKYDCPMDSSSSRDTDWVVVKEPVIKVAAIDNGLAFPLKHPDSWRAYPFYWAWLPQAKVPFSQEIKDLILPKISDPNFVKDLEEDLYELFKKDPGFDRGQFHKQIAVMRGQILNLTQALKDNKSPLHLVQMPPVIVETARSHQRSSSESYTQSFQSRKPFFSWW
#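 In this quantitative HTS, ADP production by PI4K2A was quantified luminescently after 1 h at ambient temperature; 100 microM adenosine served as plate-quality control.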
# HP1b chromo inh – HTS for Inhibitors of HP1-beta Chromodomain Interactions with Methylated Histone Tails; AID 540317, 2011; Potency, µM (titrated, usually from 114 µM), for the others: top-dose activity change, negative = inhibition, actives largely listed as inhibitors; Chromobox protein homolog 1 (Homo sapiens), P83916; 390,000 compounds, 0.56% hits; AlphaScreen HP1-beta / biotin-H3K9me3 peptide binding; also: potency is read from the fitted curve at half-maximal effect; nearly all actives have a fitted effect of over 70% in size; inactives centre near 23
#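 HP1-beta protein (50 nM final) preincubated 30 min at room temperature with biotinylated H3(1-18)K9me3 peptide (50 nM) in PBS pH 7.4, 0.01% Tween-20, then compound added for 30 min. AlphaScreen streptavidin donor/nickel chelate acceptor beads (10 ug/mL final), 30 min dark, luminescence read.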
# G9a block – qHTS Assay for Inhibitors of Histone Lysine Methyltransferase G9a; G9a H3K9 monomethylation, AlphaScreen, 2 h; Histone-lysine N-methyltransferase EHMT2 (Homo sapiens), Q96KQ7; 350,000 compounds, 8.8% hits; Potency, µM (highest dose often 102 µM), for the others: top-dose activity, negative = inhibition, hits mostly inhibitors; also: potency is read from the fitted curve at half-maximal effect; % is scaled to controls: 0 for no effect and ±100 for the full control effect; nearly all actives have a fitted effect of over 75% in size
#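 Chemiluminescent proximity detection of H3K9 monomethylation, read after 10 min bead incubation in the dark. Reaction: 20 nM G9a, 500 nM biotin-H3K9 peptide, 20 uM SAM cofactor, 2 h, room temperature, following 15 min enzyme-compound preincubation.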
# BAZ2B inh – qHTS Assay for Inhibitors of BAZ2B; 360,000 compounds, 4.4% hits; Potency, µM (series often up to 114 µM), inactives show top-dose activity change, negative = inhibition, hits mostly inhibitors; AID 504333, 2011; Bromodomain adjacent to zinc finger domain protein 2B (Homo sapiens), Q9UIF8; AlphaScreen BAZ2B-H3K14Ac peptide displacement; also: potency is read from the fitted curve at half-maximal effect; % is scaled to controls: 0 for no effect and ±100 for the full control effect; nearly all actives have a fitted effect of over 60% in size
#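 BAZ2B (50 nM) with biotin-H3(5-23)K14Ac peptide (50 nM) in PBS pH 7.4, 0.01% Tween-20, preformed 30 min, then compound 30 min at room temperature; top concentration 110uM. AlphaScreen streptavidin donor/nickel chelate acceptor beads (10 ug/mL final), 20 min dark, signal read.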
# RGS4 inhibitor – Inhibitors of Regulator of G Protein Signaling (RGS) 4: qHTS; Potency, µM (series often up to 114 µM), for the others: at the top dose activity change, negative = inhibition, most hits filed as inhibitors; Regulator of G-protein signaling 4 (Homo sapiens), P49798; 390,000 compounds, 0.039% hits; Transcreener GDP fluorescence polarization, RGS4-accelerated GTP hydrolysis; AID 504845, 2011; also: potency is read from the fitted curve at half-maximal effect; % is scaled to controls: 0 for no effect and ±100 for the full control effect; nearly all actives have a fitted effect of over 75% in size; some results filed as inactive show a strong effect at the top dose
#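 MLSMR compounds (23 nl, pin-transferred) preincubated 10 min at room temperature with a 500nM (2x) first reagent, then RGS4 at 900nM (2x) plus Transcreener GDP mix added; fluorescence polarization (620/688 nm) read before and after 90 min at 30 °C.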
# JMJD2A Tudor inh – qHTS Assay for Inhibitors of JMJD2A-Tudor Domain. Lysine-specific demethylase 4A (Homo sapiens), O75164. AlphaScreen JMJD2A-Tudor / H3K4me3 peptide binding. Potency, µM (titrated, usually from 114 µM), for inactives: at the highest dose activity change, negative = inhibition, most hits filed as inhibitors. 390,000 compounds, 4.4% hits. AID 504339, 2011; also: potency is read from the fitted curve at half-maximal effect; % is scaled to controls: 0 for no effect and ±100 for the full control effect; nearly all actives have a fitted effect of over 50% in size
# ERG-DNA inh – qHTS for Small Molecule Inhibitors of the ERG Ets/DNA interaction; Transcriptional regulator ERG (Homo sapiens), P11308; 370,000 compounds, 0.028% hits; fluorescence polarization, His-ERG Ets domain / labelled DNA; Potency, µM (highest dose often 76.9 µM), for inactives: at the top dose FP activity, negative = inhibition, most hits filed as inhibitors; active = well fitted inhibition curve with a large enough effect in the polarisation, with a control signal flat; inconclusive = small, poorly fitted or top-dose-only effect, or effect the other way, or a change in a side signal; inactive = no such curve, though single readings can be large or run the other way; the % refers to the polarisation;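 also: polarization taken with two DNA probes labelled with fluorescein and Texas red; potency is read from the fitted curve at half-maximal effect; % of control where 0% means no effect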
#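 His-tagged ERG Ets domain (1 uM in the protein solution; 300mM KCl, 50mM Tris-HCl, 1mM EDTA, 1mM DTT, pH 7.5) received compound, then a probe mix of 5 nM fluorescein-DNA and 100nM Texas-615-DNA. Fluorescence polarization was read for both dyes.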
# 12-LOX inh – Primary qHTS assay for inhibitors of human arachidonate 12S-lipoxygenase (ALOX12): Round 2; Polyunsaturated fatty acid lipoxygenase ALOX12 (Homo sapiens), P18054; purified 12hLO, xylenol orange hydroperoxide absorbance; Potency, µM (doses to about 108 µM), inactives show top-dose activity change, negative = inhibition, actives largely listed as inhibitors; 580,000 compounds, 1.1% hits; AID 1671190, 2021; also: potency is read from the fitted curve at half-maximal effect; % is scaled to controls: 0 for no effect and ±100 for the full control effect
# Target sequence (P18054 whole entry, looked up): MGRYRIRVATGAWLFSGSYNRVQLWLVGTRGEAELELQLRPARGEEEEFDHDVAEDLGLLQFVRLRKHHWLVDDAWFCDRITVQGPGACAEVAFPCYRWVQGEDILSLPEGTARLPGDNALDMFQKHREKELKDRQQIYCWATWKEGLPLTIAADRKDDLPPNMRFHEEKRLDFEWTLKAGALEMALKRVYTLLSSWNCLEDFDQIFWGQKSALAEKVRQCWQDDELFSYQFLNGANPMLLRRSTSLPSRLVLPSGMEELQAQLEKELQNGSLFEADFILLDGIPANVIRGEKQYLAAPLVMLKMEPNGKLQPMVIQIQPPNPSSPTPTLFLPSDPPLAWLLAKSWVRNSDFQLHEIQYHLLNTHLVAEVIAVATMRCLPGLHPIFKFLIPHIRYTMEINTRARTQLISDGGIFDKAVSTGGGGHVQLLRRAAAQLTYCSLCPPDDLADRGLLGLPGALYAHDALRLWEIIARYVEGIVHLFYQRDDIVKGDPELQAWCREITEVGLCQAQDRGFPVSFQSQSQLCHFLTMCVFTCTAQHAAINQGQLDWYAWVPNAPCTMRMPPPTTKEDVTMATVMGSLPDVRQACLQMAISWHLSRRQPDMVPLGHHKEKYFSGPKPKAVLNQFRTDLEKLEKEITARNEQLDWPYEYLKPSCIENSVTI
#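 Purified human 12hLO (150 nM final) in 25 mM Hepes, 0.01% Triton X-100, pH 7.0 was preincubated 15 min at room temperature with compound. Then 40 uM arachidonic acid was added, 30 min. Hydroperoxide was read by Fe-XO absorbance ratio 573/405 nm.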
# * marks the source's active call; other numbers are inactive results; ? = inconclusive; nt = no result given; [ ] = dose if it differs, or a comment. Unless noted, calls follow the shape of the dose curve; as a rule, active = well fitted curve in the direction sought with a large enough effect; inconclusive = small, poorly fitted or top-dose-only effect, or another doubt; inactive = no such curve, though single readings can be large; an effect the other way counts as inactive or inconclusive. This is a subset; count on the stated rates, not on these rows.
GLS inh | PI4K2A block | HP1b chromo inh | G9a block | Compound | BAZ2B inh | RGS4 inhibitor | JMJD2A Tudor inh | ERG-DNA inh | 12-LOX inh
-2.4% | 3.0 | -2.3% | 14.6%[59 µM] | COc1ccc(C(=O)/C=C/C(=O)N(Cc2ccc(F)cc2)C(C(=O)NC2CCCCC2)c2ccncc2)c(O)c1 (stereo not drawn) | -38.3% | -15.0% | -25.2% | 24.3% | nt
-2.2% | 8.8 | 6.1% | 10.3%[59 µM] | COc1ccc(C2C(C#N)=C(/N=C/N3CCN(C)CC3)OC3=C2C(=O)CC(C)(C)C3)cc1OC (stereo not drawn) | -15.8% | -7.0% | -6.3% | -7.9% | 7.1%
-2.4% | -1.0 | 28.5% | 27.4%[59 µM] | O=C(CSc1ncc(C(F)(F)F)cc1Cl)N1CCN(S(=O)(=O)c2ccc(Cl)cc2)CC1 | -2.7% | -16.7% | -9.9% | nt | -19.5%
1.7% | -1.1 | 35.1% | -1.6% | O=c1c(Cc2ccc(F)cc2)c(O)ccn1Cc1ccc(F)cc1 | -16.0% | 11.0%[56.9 µM] | -12.4% | 9.2% | -13.7%
8.5% | 6.1 | 32.8%[activator] | 8.1% | Cc1cccc(N(CC(=O)NCc2ccc(F)cc2)C(=O)c2ccco2)c1 | -15.3% | 18.1% | -12.0% | 5.5% | -31.7%
-8.2% | -2.1 | 34.7% | ? | COC(=O)c1c(N)n(-c2ccc(NC(C)=O)cc2)c2nc3ccccc3nc12 | -38.9% | -33.4% | -12.9% | 4.8% | 0.0%
1.2% | -2.0 | -0.4% | 13.8% | O=C(NC(CO)Cc1ccccc1)c1ccccc1 (stereo not drawn) | -5.2% | 22.5% | -4.9% | -5.1% | 5.9%
11.1% | 7.0 | 38.3% | -0.7%[59 µM] | CCCOC(=O)Nc1ccc(C(N)=O)cc1 | -23.7% | 16.9% | -4.5% | 0.9% | 0.0%
3.1% | -6.0 | 28.7% | 16.8%[59 µM] | COc1c(C(=O)NCCSC(C)(C)C)ccc2ccccc12 | 9.0% | 1.3% | -3.5% | -3.3% | -16.9%
-15.8% | 7.1 | ? | 39.8µM* | Cc1ccc(C(=O)/C=C/c2ccc3c(c2)OCCO3)c(O)c1 | ? | -2.3% | 31.6µM* | 2.9% | 0.0%
10.0% | -6.1 | 27.5% | 14.7%[59 µM] | Cc1ccc2nc(-c3cccnc3)c(NC3CCCC3)n2c1 | ? | -13.4% | -16.8% | 6.8% | -12.5%
3.5% | -5.0 | 69.9%[activator] | 13.0%[59 µM] | COCc1cc(C)nc2sc(C(=O)Nc3cc(C)ccc3F)c(N)c12 | 0.3% | -2.9% | 10.7% | -12.2% | 4.0%
? | -6.4 | ? | 17.8µM* | CC1=C(C#N)C(=O)NC(=O)/C1=C\c1ccc(-c2ccc(C)cc2[N+](=O)[O-])o1 | 44.7µM* | ? | 31.6µM* | 6.3% | 11.2µM*
-20.0% | 1.1 | 7.2% | ? | CCCN(C(=O)c1cc2ccc3cccnc3c2[nH]1)c1ccc(F)cc1 | 0.2%[57.1 µM] | -24.1% | -15.5% | 1.7% | -21.5%
-1.0% | 0.2 | 22.0% | 33.4% | COCCN(C(=O)COC(=O)CC1CCCCC1)c1c(N)n(Cc2ccccc2)c(=O)[nH]c1=O | -21.8% | -3.9% | -15.7% | -0.3% | 0.0%
-1.8% | -0.4 | 56.7%[activator] | 27.0%[0.501 µM] | Cc1ccc(-c2nc3c(Cl)cc(Cl)cc3c(=O)n2O)cc1 | 14.6% | -42.3% | -14.8% | 4.8% | ?
0.5% | 1.3 | -16.8% | ? | CCCNC(=O)c1ccc(-c2nc(CS(=O)(=O)c3ccc(C)cc3)c(C)o2)cc1 | -12.3% | 11.9% | -28.3% | -2.1% | ?
-3.5% | 1.4 | 16.5% | ? | CC1CCN(c2oc(-c3ccc(COc4ccc(Cl)cc4)o3)nc2C#N)CC1 | ? | 6.3% | ? | 11.1% | -11.1%
-6.5% | -7.9 | 48.1%[activator] | -0.2%[59 µM] | CC(C)Cc1[nH]c(=O)c(C#N)c2c1CCCC2 | 7.5% | 29.2% | -9.9% | nt | -6.5%
-2.2% | 0.0 | 49.2% | nt | CCc1cccc(C)c1NC(=O)CC(C)(C)CC(=O)O | 2.6% | -18.5% | 3.7%[57.1 µM] | 13.0% | ?
0.3% | -0.7 | 21.2% | ? | CC(C)C12CN3CC(C(C)C)(CN(C1)C3c1ccc3c(c1)OCO3)C2=O (stereo not drawn) | 0.1% | 14.3% | -23.9% | nt | 16.3%
-1.4% | -0.2 | 35.5%[activator] | -10.7%[59 µM] | CCOc1ccccc1C(=O)NCCCn1ccnc1 | -1.9% | -24.6% | -22.8% | -7.9% | 0.0%
7.4% | 1.3 | 31.7% | ? | Cc1ccc(C(=O)NCCc2n[nH]c(=S)n2C)cc1 | -1.2% | 2.8% | ? | -10.8% | -14.7%
10.3% | -1.7 | 0.6% | -6.5% | O=C(CN(CC1CCCO1)C(=O)CNS(=O)(=O)c1ccc(F)cc1)NC1CCCCC1 (stereo not drawn) | -11.1% | 11.7% | 1.4% | 1.8% | -14.6%
0.8% | -2.3 | 31.6% | ? | CCN(CC(=O)Nc1cc(Cl)ccc1C)C(=O)Cn1c(=O)cnc2ccccc21 | 4.7% | -8.3% | 2.1% | -7.7% | -17.4%
-7.2% | -0.6 | 9.4% | -0.9% | Cc1cc(C)c2c(c1)C(=O)/C(=C/c1ccc(C(=O)O)cc1)CC2 | ? | -33.2% | -8.4% | 10.4% | 1.1%
-3.8% | -2.8 | 0.9% | ? | O=C1CC(C(=O)Nc2cccc3ccccc23)C2(CCCC2)O1 (stereo not drawn) | -4.5% | -12.4% | -15.2% | 3.8% | -22.2%
-18.7% | -5.4 | -9.5% | nt | COc1cccc(NC(=O)c2ccc(NC(=O)C(C)C)cc2)c1 | 1.6% | -45.0% | -20.6% | -0.9% | 1.8%
-2.5% | -2.7 | 26.8% | 2.2% | Cc1cc(C)n(CCN(C)C(=O)CCc2nnc(CCC3CCCCC3)o2)n1 | -15.6% | 5.6% | 1.4% | -4.6% | -1.2%
-13.1% | -2.3 | -8.2% | 1.78µM* | CCCCc1n[nH]c(=S)n1Cc1ccc(C)cc1 | -23.1% | 7.1% | 14.1µM* | -1.2% | ?
6.7% | 2.7 | 13.6% | nt | CN(CCOc1ccc(Cl)cc1)C(=O)C1CCN(C(=O)c2ccc(Cl)cc2)CC1 | -8.1% | -12.2% | -10.3% | 1.5% | -1.6%
10.2% | -12.0 | 2.0% | ? | c1ccc2oc(SCc3cn4ccsc4n3)nc2c1 | -12.3% | -22.1% | ? | -6.2% | -3.4%
-2.8% | 2.8 | 35.7% | 27.3% | O=C(NCc1ccc2c(c1)OCO2)C1CCN(S(=O)(=O)N2CCCCC2)CC1 | 4.1% | 9.4% | -3.3% | ? | -11.0%
23.1% | 0.0 | 52.1%[activator] | 14.0%[59 µM] | Cc1ccccc1C(=O)NCc1nnc(SCC(=O)N2CCN(c3ccccc3)CC2)n1C | -0.4% | 32.3% | 1.9% | -9.9% | 9.5%
4.9% | 7.5 | 20.6% | 79.4µM* | COc1ccc(S(=O)(=O)NNC(=O)C23CC4CC(CC(C4)C2)C3)cc1 | -1.8% | -22.7% | -5.5% | 24.2% | 1.8%
8.3% | -4.6 | 12.6% | 20.9% | CCn1c(SCC(=O)NCC2CCCO2)nc2c(c1=O)SCC2 (stereo not drawn) | -3.2% | 12.2% | -10.2% | -4.6% | -10.7%
-11.0% | -25.9 | 12.6µM* | nt | CN(C)c1ccc(C=c2c3ccccc3n3c2c2ccccc2[n+]3C)cc1 | nt | ? | 15.8µM* | nt | 5.01µM*
-2.1% | 3.3 | 33.8% | -2.7%[59 µM] | C(=N\Nc1ccc(-n2ccnc2)nn1)/c1ccccc1 | ? | -6.4% | -4.7% | 3.0% | -2.0%
4.4% | -0.7 | 26.1% | -23.4% | CCSc1nc2ccccc2n1CC(=O)O | -14.0% | -14.5% | -12.1% | 4.6% | 245.3%[activator]
4.3% | -13.7 | 35.0% | -8.1% | CCNC(=O)N(C(=O)NCC)n1c(C)nnc1C | 4.4% | -31.3% | -2.9% | -0.1% | 3.0%
-5.6% | 1.0 | ? | 17.8µM* | Cc1ccc(C)c(Nc2c([N+](=O)[O-])cc(C(=O)N3CC(=O)Nc4ccccc43)cc2[N+](=O)[O-])c1 | 25.1µM* | -11.8% | ? | 4.8% | -6.3%
